Screening results deposited in PubChem by several laboratories.
HTR2A ag: mouse HTR2A agonism via beta-arrestin recruitment | P35363 | CHO-K1 mHTR2A beta-arrestin complementation, luminescence; percent of 30 µM serotonin response | activation, % at 7.6 µM | 0.66% of 360,000 active | AID 624169;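 active means activation above a run cutoff, the mean activation of all tested compounds plus 3 SD, cut at about 14% in these data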;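 further: 0% = plate median of compound wells and 100% = 30 µM serotonin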
Target sequence (P35363 whole entry, looked up): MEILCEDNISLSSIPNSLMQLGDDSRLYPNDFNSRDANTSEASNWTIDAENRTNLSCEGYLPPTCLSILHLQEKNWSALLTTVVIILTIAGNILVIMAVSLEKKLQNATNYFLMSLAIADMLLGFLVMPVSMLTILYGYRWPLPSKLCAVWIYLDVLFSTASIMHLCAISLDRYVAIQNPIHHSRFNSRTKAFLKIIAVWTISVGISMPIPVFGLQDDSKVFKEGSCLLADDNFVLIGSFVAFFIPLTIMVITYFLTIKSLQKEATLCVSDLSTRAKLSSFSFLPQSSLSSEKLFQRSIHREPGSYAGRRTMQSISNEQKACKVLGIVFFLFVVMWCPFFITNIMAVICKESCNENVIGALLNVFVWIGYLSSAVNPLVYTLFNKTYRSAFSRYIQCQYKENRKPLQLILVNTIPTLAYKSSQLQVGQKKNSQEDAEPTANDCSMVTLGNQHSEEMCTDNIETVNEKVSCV
ABCB6 inh MLPCN: blocks the human ABCB6 transporter | Q9NP58 | K562-ABCB6 porphyrin accumulation, flow cytometry, 1 h; stronger effect = lower value | fluorescence ratio to DMSO, % at 10 µM | 0.19% of 360,000 active;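 active means fluorescence ratio to DMSO below 75%, the collection mean minus 3 SD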;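 further: signal is porphyrin accumulated inside mitochondria; 100% equals median channel fluorescence of DMSO control wells; lower ratio means ABCB6 inhibition with less porphyrin fluorescence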
Cardio protect: modulators protecting cardiomyocytes from myocardial damage; H9c2 cardiomyocytes, H2O2 injury protection, ATPLite, 2 h; protection from H2O2 cell death, % at 20 µM; 0.63% of 360,000 active;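 active means compounds giving at least 50% protection of heart cells from peroxide-induced death in the single-dose screen, raw or plate-pattern-corrected value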;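 further: 0% = DMSO wells with peroxide and 100% = DMSO wells without peroxide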
PDI inh: inhibitors of human protein disulfide isomerase; P07237; inhibition, % at 10 µM; PDI insulin aggregation turbidity, A650, 90 min; 0.052% of 350,000 active;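 active means mean inhibition across replicates of 30% or more, whatever share of single replicates reach that level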;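 further: absorbance from insulin aggregation driven by PDI reduction with DTT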
Target sequence (P07237 whole entry, looked up): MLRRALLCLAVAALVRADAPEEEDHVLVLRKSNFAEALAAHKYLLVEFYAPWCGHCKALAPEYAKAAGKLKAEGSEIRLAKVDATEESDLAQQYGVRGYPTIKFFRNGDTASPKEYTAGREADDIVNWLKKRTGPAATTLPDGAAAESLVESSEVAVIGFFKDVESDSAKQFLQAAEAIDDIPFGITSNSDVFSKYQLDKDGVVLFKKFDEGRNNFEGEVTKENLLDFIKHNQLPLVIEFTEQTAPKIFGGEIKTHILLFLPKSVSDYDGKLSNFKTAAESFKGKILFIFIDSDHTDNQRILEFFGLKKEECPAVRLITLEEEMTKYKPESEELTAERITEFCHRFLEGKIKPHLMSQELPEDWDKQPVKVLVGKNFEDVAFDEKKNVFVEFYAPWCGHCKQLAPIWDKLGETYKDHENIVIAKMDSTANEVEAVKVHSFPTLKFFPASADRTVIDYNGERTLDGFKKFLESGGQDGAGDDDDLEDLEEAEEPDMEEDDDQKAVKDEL
Vif imaging: inhibitors of HIV Vif; HEK293T cells, Vif self-association by quenched fluorescence, imaging, 24 h; inhibition, % at 7.49 µM; 0.35% of 340,000 active; AID 602346; in the data active means inhibition above about 50%, passing the limit was not always enough; further: some results filed as inactive read as strong as hits
hiPSC survival: enhancers of human iPSC single-cell survival | hiPSC single-cell survival, ATPlite luminescence; 100% = ROCK inhibitor wells, 0% = DMSO | 0.044% of 360,000 active | survival enhancement, % at 20 µM; in the data active means survival enhancement above about 18%;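 further: cells exposed to compounds for 16 hours before the ATP read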
CaV13 FRET inh: Primary screen for inhibitors of IQ motif and Ca2+-dependent inactivation inhibitor domain binding in CACNA1D, Förster resonance energy transfer in living cells, …; HEK cells, CFP/YFP FRET ICDI-IQ, plate reader, 10 min; percent FRET-ratio fall versus neutral wells; inhibition, % at 12.3 µM; 0.098% of 340,000 active;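 active means mean replicate inhibition of at least 30% and at least 1% of replicates passing that level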;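 further: 0% = median of the neutral control wells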
N-glyco inh: N-linked glycosylation inhibition; reporter increase, % at 12.5 µM; D54 ERlucT glycosylation luciferase reporter, 24 h; percent of 100 nM tunicamycin response; AID 588692; 0.23% of 360,000 active;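 active means mean luciferase reporter signal, scaled so untreated is 0 and the glycosylation-blocking control 100, at or above a set limit in every replicate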;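 further: luciferase carries N-glycosylation sites so blocking glycosylation raises the light; 0% = median of neutral control wells and 100% = median of 100 nM tunicamycin wells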
Exocytosis inh: lytic granule exocytosis inhibition | TALL-104 LAMP-1 surface exposure, flow cytometry; cells stimulated with thapsigargin and PMA | inhibition, % at 10 µM | 0.66% of 360,000 active | AID 651702;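 active means inhibition above about 55%, limit read from the data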
aDG glyco up: increases alpha dystroglycan glycosylation | Pro5-aDG cells, alpha-DG glycosylation AlphaScreen (IIH6); 0% Pro5, 100% B10-LARGE cell signal | activation, % at 10 µM | 0.22% of 360,000 active | AID 624168;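 active means activation of at least 8% versus controls, or a plate z-score of at least 8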;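 further: Pro5 are CHO cells carrying HIG-tagged alpha-DG that lacks glycosylation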
Active calls of the source: *; x = no result given.

1. CN(C)c1ccc(C(CNC(=O)c2ccc(-c3ccccc3)cc2)N2CCOCC2)cc1 (stereo unspecified)
2. COC(=O)Cc1c[nH]c2cccc(OCC(O)CN(Cc3ccc([N+](=O)[O-])cc3)C(C)(C)C)c12 (stereo unspecified)
3. O=S(=O)(NC(CO)Cc1ccccc1)c1cc(Cl)ccc1F (stereo unspecified)
4. Cc1cccc(-n2cnc3cc(C(=O)NCCN4CCOCC4)ccc32)c1
5. COCCNc1nc2cc(-c3cccc(Cl)c3)sc2c(=O)n1C
6. Fc1ccc(Cn2nnnc2CN2CCN(C3CCCC3)CC2)cc1
entry no.,1,2,3,4,5,6
HTR2A ag,-6,-3,2,-9,10,4
ABCB6 inh MLPCN,101,103,98,97,96,93
Cardio protect,-1,3,1,9,0,1
PDI inh,5,11,1,-2,-1,15
Vif imaging,2,-7,-3,-6,-8,25
hiPSC survival,-0.3,0.8,-2.1,0.1,4.4,1.8
CaV13 FRET inh,-4,-3,-6,-6,-7,-4
N-glyco inh,-1,-3,2,0,2,0
Exocytosis inh,7,1,3,3,2,1
aDG glyco up,0.1,0.4,0.1,-0.2,-0.2,0.2

7. Cc1cc(C)c(C(=O)Nc2ccccc2)c(CC(C)(C)C(=O)O)c1
8. CCC(c1nnnn1C1CCCC1)N1CCN(c2ccccc2F)CC1 (stereo unspecified)
9. Cc1c(F)cccc1NS(=O)(=O)c1ccc2c(c1)n(C)c(=O)c(=O)n2C
10. CC(=O)c1ccc(N(CC(=O)NC2CCCCC2)C(=O)c2csnn2)cc1
11. CSc1nc(N2CCN(c3ccccc3)CC2)cc(N2CCN(c3ccccc3)CC2)n1
12. COCCCn1c(=O)c2sccc2n2c(CCCC(=O)NCc3cccc(OC)c3)nnc12
entry no.,7,8,9,10,11,12
HTR2A ag,-4,2,2,6,0,4
ABCB6 inh MLPCN,106,96,93,98,92,103
Cardio protect,-2,-7,3,2,-4,8
PDI inh,-2,10,1,0,-11,8
Vif imaging,0,4,-6,19,-10,-1
hiPSC survival,0.1,-0.4,0.2,0.4,1.0,0.2
CaV13 FRET inh,-4,-2,-2,-3,1,-2
N-glyco inh,1,-1,1,0,-4,4
Exocytosis inh,-5,0,-8,-5,-4,1
aDG glyco up,0.0,0.0,0.5,-0.1,-0.7,-0.1

13. COc1ccc(C2C(C(=O)N3CCOCC3)CCC(=O)N2c2cc(OC)c(OC)c(OC)c2)cc1 (stereo unspecified)
14. Cc1nc(N2CCN(c3ccccc3)CC2)nc2c1C(=O)CCC2
15. O=C(COc1cc(Cl)c(Cl)cc1Cl)Nn1cnnc1
16. COc1ccc(-c2nc(-c3ccc(NC(=O)c4ccc(Br)o4)cc3)no2)cc1OC
17. Cc1ccc(C(=O)C(c2ccccc2)N2Cc3ccccc3C2=N)cc1 (stereo unspecified)
18. Cc1cc(SCC#N)n2nc(C)c(-c3ccc(Cl)cc3)c2n1
entry no.,13,14,15,16,17,18
HTR2A ag,-1,-6,7,11,-7,-2
ABCB6 inh MLPCN,105,55*,100,96,96,102
Cardio protect,-2,20,-3,-32,-15,-7
PDI inh,2,-20,5,3,-1,6
Vif imaging,7,13,-2,-6,3,7
hiPSC survival,-3.4,1.4,1.0,-4.7,-0.3,-1.4
CaV13 FRET inh,-4,-9,-6,-1,x,-7
N-glyco inh,0,0,1,-2,-7,-2
Exocytosis inh,2,-2,7,-1,2,0
aDG glyco up,-0.1,0.2,0.2,0.0,0.7,0.3

19. COc1ccc(/C(C)=N/N2CCOCC2)c(O)c1
20. O=C(CNc1cccc(Cl)c1)NNC(=S)NCc1ccccc1
21. CC1CCCCN1S(=O)(=O)c1ccc(S(=O)(=O)N(CC(=O)Nc2ccccc2)Cc2cccs2)cc1 (stereo unspecified)
22. CC1Cc2ccccc2N1CC(=O)Nc1ccc(Cl)c(S(=O)(=O)N(C)C)c1 (stereo unspecified)
23. CCOC(=O)c1ccc(NCc2ccc3c(c2)OCO3)cc1
24. COCCOc1ccc(C(F)(F)F)cc1NC(=O)COC(=O)c1cc[n+]([O-])cc1
entry no.,19,20,21,22,23,24
HTR2A ag,4,0,-4,-6,-3,-10
ABCB6 inh MLPCN,97,94,100,102,95,99
Cardio protect,-4,-13,4,-2,-9,-3
PDI inh,2,6,-5,5,0,0
Vif imaging,6,-2,-16,-3,-7,-2
hiPSC survival,1.3,0.9,2.0,-0.1,7.2,0.8
CaV13 FRET inh,-6,-6,-2,-2,-10,-4
N-glyco inh,-1,4,-2,-1,0,1
Exocytosis inh,-7,0,-2,-3,6,0
aDG glyco up,-0.1,0.2,-0.3,-0.3,0.4,-0.2

Fetched by structure from the list above (4):
19. COc1ccc(/C(C)=N/N2CCOCC2)c(O)c1
20. O=C(CNc1cccc(Cl)c1)NNC(=S)NCc1ccccc1
22. CC1Cc2ccccc2N1CC(=O)Nc1ccc(Cl)c(S(=O)(=O)N(C)C)c1 (stereo unspecified)
23. CCOC(=O)c1ccc(NCc2ccc3c(c2)OCO3)cc1
entry no.,19,20,22,23
HTR2A ag,4,0,-6,-3
ABCB6 inh MLPCN,97,94,102,95
Cardio protect,-4,-13,-2,-9
PDI inh,2,6,5,0
Vif imaging,6,-2,-3,-7
hiPSC survival,1.3,0.9,-0.1,7.2
CaV13 FRET inh,-6,-6,-2,-10
N-glyco inh,-1,4,-1,0
Exocytosis inh,-7,0,-3,6
aDG glyco up,-0.1,0.2,-0.3,0.4

Other entries.
25. COc1ccc(N(C)S(=O)(=O)c2cccc3nsnc23)cc1
26. CCOCc1nnc(NC(=O)c2c(-c3ccccc3)noc2C)s1
27. Cc1ccc(SCC(=O)OCC(=O)NCCc2ccc(S(N)(=O)=O)cc2)c(C)c1
28. CC1(c2ccccc2)NC(=O)N(Cc2ccc([N+](=O)[O-])cc2)C1=O (stereo unspecified)
29. O=C(CCCNS(=O)(=O)c1cccc2nsnc12)NCc1ccc(F)cc1
30. COc1cccc(N(CC(=O)NC(C)(C)C)C(=O)C2CSC(=O)C2)c1 (stereo unspecified)
entry no.,25,26,27,28,29,30
HTR2A ag,1,0,-3,1,-3,1
ABCB6 inh MLPCN,98,98,98,101,102,88
Cardio protect,0,-8,3,3,-6,1
PDI inh,17,12,8,-4,0,5
Vif imaging,0,15,12,1,-2,44
hiPSC survival,-0.6,0.9,3.2,2.0,-0.2,-2.4
CaV13 FRET inh,-3,-17,-6,-8,x,-7
N-glyco inh,-2,1,1,-1,1,-1
Exocytosis inh,-2,-10,-5,-2,0,-2
aDG glyco up,-0.4,0.0,0.0,-0.2,0.1,0.2

31. O=C(COc1ccc(F)cc1F)N1CCCCCCC1
32. CC1(C(=O)NS(=O)(=O)c2cccc(OC(F)F)c2)CCN1C(=O)CC1CCCC1 (stereo unspecified)
33. CC(NC(=O)CN1c2cccc3cccc(c23)S1(=O)=O)c1ccc(S(N)(=O)=O)cc1 (stereo unspecified)
34. CN1C(=O)C(N=Nc2ccc([N+](=O)[O-])cc2)SC1=S (stereo unspecified)
35. Cc1ccc(N)cc1-n1c(C)ccc1C
36. CCOc1ccc(NC(=S)NC(=O)c2c(Br)cnn2C)c([N+](=O)[O-])c1
entry no.,31,32,33,34,35,36
HTR2A ag,3,6,13,-2,-1,-3
ABCB6 inh MLPCN,97,100,99,102,113,91
Cardio protect,0,11,-5,-10,4,-26
PDI inh,0,-10,-3,-6,11,0
Vif imaging,-4,-4,0,-18,-21,x
hiPSC survival,-0.4,-2.4,0.3,-1.6,-1.7,-1.5
CaV13 FRET inh,-3,-5,-6,-19,-11,-5
N-glyco inh,0,1,-2,-7,9,2
Exocytosis inh,0,6,-3,-13,-11,2
aDG glyco up,0.1,0.7,0.2,0.1,0.1,0.0

37. CN(C)CCCN(Cc1ccccc1)C(=S)Nc1cccc(C(F)(F)F)c1
38. Cc1cc(C)n(C(=O)c2nn(C)c(C)c2[N+](=O)[O-])n1
39. Cc1cccc(CSCCNC(=O)COc2ccc(Cl)cc2)c1
40. CCNC(=O)CSC1=N/C(=C\c2ccc(O)c(OCC)c2)C(=O)N1c1ccc(OC(F)F)cc1
41. Cc1noc(C)c1C(=O)OCC(=O)N1CCN(S(=O)(=O)c2ccc3ccccc3c2)CC1
42. O=C(NCCO)c1ccc2[nH]c3c(c2c1)CCCC3
entry no.,37,38,39,40,41,42
HTR2A ag,-3,1,-5,0,2,-4
ABCB6 inh MLPCN,107,98,100,108,91,98
Cardio protect,9,-5,-3,2,-7,-2
PDI inh,7,-3,0,1,0,4
Vif imaging,-2,2,5,-12,-9,-5
hiPSC survival,-1.5,0.2,1.6,-0.1,-0.1,-0.7
CaV13 FRET inh,-5,-4,12,-11,-6,-9
N-glyco inh,1,4,-1,-3,4,3
Exocytosis inh,13,0,-5,-2,-3,-3
aDG glyco up,0.7,-0.3,-0.3,0.7,0.1,-0.2

43. CC(=O)N1c2cc3ccccc3cc2N(C(C)=O)c2cc3ccccc3cc21
44. O=C(Cc1ccc(S(=O)(=O)N2CCOCC2)s1)Nc1cc(C(F)(F)F)ccc1N1CCCC1
45. CCOC(=O)Cn1c(=O)oc2ccc(C)cc21
46. N/C(=N\OC(=O)c1ccc(OCC(F)(F)F)nc1)c1ccc(Cl)cc1
47. Cc1cc(Cl)c2oc(C(=O)N(C)CCCN3CCOCC3)c(C)c2c1
48. O=C(CN1CCc2ccccc21)NC(=O)NCc1ccccc1
49. CCNC(=O)CC1SC(=Nc2ccccc2C)N(C)C1=O (stereo unspecified)
entry no.,43,44,45,46,47,48,49
HTR2A ag,8,-6,1,-2,-6,1,2
ABCB6 inh MLPCN,94,95,97,97,93,101,103
Cardio protect,-5,-2,-5,-5,1,-4,4
PDI inh,9,5,1,6,-6,-2,-1
Vif imaging,-15,-5,4,-4,-5,4,-10
hiPSC survival,-0.8,-0.1,0.3,0.0,-0.4,-1.7,6.3
CaV13 FRET inh,-5,-5,-3,-5,-6,-3,-5
N-glyco inh,6,0,0,2,0,0,1
Exocytosis inh,-3,5,-3,-7,-3,-2,0
aDG glyco up,-0.2,-0.2,-0.7,-0.2,-0.2,-0.1,-0.1
